EPAC2 agonist: qHTS for Agonist of cAMP-regulated guanine nucleotide exchange factor 4 (EPAC2): primary screen | Potency, µM (doses to about 154 µM), without a hit: top-dose activation, hits mostly activators | EPAC2 activation, biochemical qHTS; response scale: 100% = 6.5 mM cAMP response | 0.079% of 360,000 active | Rap guanine nucleotide exchange factor 4 (Homo sapiens), Q8WZA2; further: potency means the concentration at half of the fitted maximal effect; nearly all actives have a fitted effect of over 50% in size
Target sequence (Q8WZA2 whole entry, looked up): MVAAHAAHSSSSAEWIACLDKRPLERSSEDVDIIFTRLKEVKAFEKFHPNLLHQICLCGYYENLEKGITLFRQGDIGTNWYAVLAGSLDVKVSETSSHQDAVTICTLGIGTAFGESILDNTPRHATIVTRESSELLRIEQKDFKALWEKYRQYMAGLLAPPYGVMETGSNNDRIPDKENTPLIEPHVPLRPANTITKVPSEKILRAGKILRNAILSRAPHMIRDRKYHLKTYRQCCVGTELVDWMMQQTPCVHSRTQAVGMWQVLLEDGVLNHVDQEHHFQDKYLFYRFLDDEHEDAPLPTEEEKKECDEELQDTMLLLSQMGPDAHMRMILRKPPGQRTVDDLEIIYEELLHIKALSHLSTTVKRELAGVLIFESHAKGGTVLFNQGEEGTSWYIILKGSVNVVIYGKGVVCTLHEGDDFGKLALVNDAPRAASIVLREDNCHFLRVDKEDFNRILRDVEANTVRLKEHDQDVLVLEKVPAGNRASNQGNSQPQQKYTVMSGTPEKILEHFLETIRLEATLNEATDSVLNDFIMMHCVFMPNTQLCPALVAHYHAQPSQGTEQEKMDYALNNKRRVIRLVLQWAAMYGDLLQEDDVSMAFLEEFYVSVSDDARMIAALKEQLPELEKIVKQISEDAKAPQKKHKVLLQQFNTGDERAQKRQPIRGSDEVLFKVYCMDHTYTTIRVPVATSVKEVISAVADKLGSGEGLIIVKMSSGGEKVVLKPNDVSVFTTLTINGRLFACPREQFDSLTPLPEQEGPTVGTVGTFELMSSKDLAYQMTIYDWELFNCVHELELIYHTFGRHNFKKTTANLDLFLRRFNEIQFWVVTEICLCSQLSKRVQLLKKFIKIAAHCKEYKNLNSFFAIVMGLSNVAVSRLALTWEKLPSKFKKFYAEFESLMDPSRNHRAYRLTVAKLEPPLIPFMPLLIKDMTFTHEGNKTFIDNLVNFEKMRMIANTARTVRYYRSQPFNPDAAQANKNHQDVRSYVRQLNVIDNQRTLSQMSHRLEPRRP
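Exchange assay: 100 nM EPAC2 with 250 nM Rap1B-BODIPY-GDP and 50 uM GDP. Fluorescence (ex 480/em 540 nm) read every 5 min for 30 min at room temperature. Data normalized to 6.5 mM cAMP as agonist control.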
EPAC2 antag: qHTS for Antagonist of cAMP-regulated guanine nucleotide exchange factor 2 (EPAC2): primary screen | Rap guanine nucleotide exchange factor 4 (Homo sapiens), Q8WZA2 | EPAC2 GEF exchange of Rap1B-BODIPY-GDP, fluorescence | Potency, µM (highest dose often 114 µM), inactives show at the highest dose activity, negative = inhibition, actives largely listed as inhibitors | 0.18% of 360,000 active | AID 720708, 2013; further: potency means the concentration at half of the fitted maximal effect; on the % scale 0 is the no-effect control and ±100 the full control effect; nearly all actives have a fitted effect of over 45% in size; many of its hits are not listed in these tables
CCT modulator: High-Throughput Screening for Modulators of Cytosolic Chaperonin Activity. purified chaperonin ATPase assay, HTRF ADP detection, 30 min. activity change, % (test concentration not listed), hits read low. 0.3% of 360,000 active; in the data active means activity change below about -30%; further: on the % scale 0 is the no-effect control and ±100 the full control effect
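TRiC at 40 or 20 nM final (batch-dependent) in 30 mM Tris pH 7.4, 100 mM KCl, 5 mM MgCl2, 1 mM DTT, with compound at single 76 uM and 10 uM ATP, 30 min at 37 deg C. ADP detected by HTRF Transcreener, 665/615 ratio.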
Nrf2 activator: qHTS of Nrf2 Activators; AREc32 ARE-luciferase reporter (MCF7-derived line), luminescence, 24 h; Potency, µM (doses to about 46.1 µM), for the others: at the top dose activation, actives largely listed as activators; 0.31% of 410,000 active; AID 624171, 2012; further: potency means the concentration at half of the fitted maximal effect; % of control where 0% means no effect; nearly all actives have a fitted effect of over 65% in size
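Nrf2 activation is followed as ARE-luciferase induction in the AREc32 line after one day of compound treatment; luminescence is read with Steady-Glo.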
TGFb SMAD3 inh: qHTS for Inhibitors of TGF-b | HepG2 CAGA-GFP TGF-b/SMAD3 reporter, GFP fluorescence, 18 h; TGF-beta stimulated, 500 pg/mL final | Potency, µM (titrated, usually from 46.1 µM), for inactives: top-dose activity, negative = inhibition, usual class: inhibitors | 1.2% of 410,000 active; further: potency means the concentration at half of the fitted maximal effect; on the % scale 0 is the no-effect control and ±100 the full control effect; nearly all actives have a fitted effect of over 65% in size
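Inhibition of TGF-beta-driven CAGA-GFP reporter expression in HEPG2 cells is measured by cellular GFP fluorescence after 18 h stimulation with 500 pg/mL recombinant TGF-beta in 1% FBS medium at 37 degrees C.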
pAkt inh: HTS Assay for Inhibitors of Akt Phophorylation: Primary Screen; activity change, % for hits at 50 µM; AID 651550, 2012; Neuro2A IGF-stimulated pAkt S473 HTRF, 20 min; stronger effect = lower value; 0.32% of 360,000 active; in the data active means activity change below about -80%; inconclusive means mostly about -51% to -80%; further: on the % scale 0 is the no-effect control and ±100 the full control effect
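Single-point screen (50 µM final compound) in Neuro2A cells stimulated 20 min with 6 nM IGF at 37 deg C. After lysis, Ser473-phosphorylated Akt read by HTRF (ex 330 nm, em 615/665 nm) as the 665/615 ratio.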
Nrf2 inh: Nrf2 qHTS screen for inhibitors; Potency, µM (top dose mostly 46 µM), inactives show top-dose activity change, negative = inhibition, hits mostly inhibitors; A549 ARE-Fluc reporter, luciferase luminescence, 18-24 h; 2.1% of 360,000 active; further: potency means the concentration at half of the fitted maximal effect; on the % scale 0 is the no-effect control and ±100 the full control effect; nearly all actives have a fitted effect of over 60% in size
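Nrf2 function is reported as luminescence of an ARE-controlled luciferase in A549 cells. Compounds were tested at several concentrations, and a CellTiter-Fluor read on the same wells flagged cytotoxicity.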
A549 tox: Nrf2 qHTS screen for inhibitors: counterscreen for cytotoxicity; A549 ARE-Fluc cells, CellTiter-Fluor viability, 18-24 h; Potency, µM (titrated, usually from 46 µM), inactives show at the top dose activity change, negative = cytotoxicity, actives largely listed as inhibitors; 0.16% of 390,000 active; AID 504648, 2011; further: potency means the concentration at half of the fitted maximal effect; on the % scale 0 is the no-effect control and ±100 the full control effect
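A549 ARE-Fluc cells in 5% FBS OPTI-MEM, 5000 cells/well, rested 2 h then exposed to compounds in concentration-response for 18-24 h at 37 °C. Viability by CellTiter-Fluor fluorescence (Ex 405/Em 525) after 30 min; luciferase luminescence (BugLite, 15 min, RT) read afterwards.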
Mm-Cpn inhibitor: Inhibitors of TCP-1 ring complex (TRiC) of Methanococcus maripaludis (MmCpn): qHTS. Potency, µM (doses to about 76.9 µM), without a hit: top-dose activity, negative = inhibition, hits mostly inhibitors. purified Mm-Cpn ATPase, ADP Transcreener TR-FRET. 0.031% of 330,000 active. AID 504842, 2011. Chaperonin Mm-Cpn (Methanococcus maripaludis); further: potency means the concentration at half of the fitted maximal effect; on the % scale 0 is the no-effect control and ±100 the full control effect; nearly all actives have a fitted effect of over 80% in size
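TR-FRET (320 nm excitation; 590 and 665 nm emission) reports ADP made from 10 uM ATP by 25 nM enzyme; compounds were preincubated 10 min, reaction run 30 min, both at 37°C.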
* hit, by the source's call; i = inactive; ? = inconclusive; . = not tested or not shown; & = joins results of further samples; [ ] = dose if it differs, or a comment. Unless noted, the call rests on the fitted dose curve; in most records, active means well fitted curve in the direction sought with a large enough effect; inconclusive means small, poorly fitted or top-dose-only effect, or another doubt; inactive means no such curve, though single readings can be large; an effect the other way counts as inactive or inconclusive. Some of the compounds tested (hit frequency here may not be typical).

Compound	pAkt inh	EPAC2 antag	EPAC2 agonist	A549 tox	Nrf2 activator	CCT modulator	Mm-Cpn inhibitor	Nrf2 inh	TGFb SMAD3 inh
COc1ccc(NC(=O)c2cc3c(=O)n(Cc4ccco4)ccc3nc2C)c(OC)c1	.	.	.	9%	16%	.	.	?	-25%
COCCN(C(=S)Nc1ccc(C)cc1C)C(C)c1ccco1 (stereo not drawn)	i	-7%	9%	-10%	0.1%	0.2	-3%	?	0%
O=C(OCCCN1CCOCC1)c1ccc(O)c(O)c1	i	-1%	14%	-15%	3.6%	0.5	2%	?	-8%
Cc1noc(C)c1NC(=O)N(C)C[C@H]1OCc2cn(nn2)CCCC(=O)N([C@@H](C)CO)C[C@@H]1C	i	5%	7%	.	-0.4%	0.1	.	.	-3%
CC(C)NC(=O)Cn1cnc2c1c(=O)n(C)c(=O)n2C	i	-4%	7%	-12%	-0.1%	0.5	3%	-18%	-4%
COc1ccc(OC)c(-n2c(-c3cc(-c4ccco4)[nH]n3)n[nH]c2=S)c1	i	16%	4%	0%	8.3%	0.0	0%	-11%	9%
C=CCN1C(=O)C(CC(=O)Nc2ccccc2)S/C1=N/c1nccs1 (stereo not drawn)	i	4%	6%	1%	-0.6%	1.5	5%	?	22%
Fc1ccc(Cn2nnc(-c3ccc(CN4CCOCC4)cc3)n2)cc1	i	-7%	9%	0%	-0.1%	-0.7	-1%	?	8%
Cc1[nH]c2ccccc2c1SCC(=O)NNC(=O)Nc1ccc(OC(F)(F)F)cc1	i	-21%	4%	-4%	2.6%	-4.7	10%	-4%	?
Cc1cc(C)c2nc(SC(C)C(=O)NCC(=O)Nc3ccc(F)c(F)c3F)cc(C)c2c1 (stereo not drawn)	i	-4%	-12%	-1%	-0.1%	-0.4	-1%	4%	21%
Cc1nc2ccccn2c(=O)c1NC(=O)c1cccc2ccccc12	i	11%	-2%	-1%	-0.8%	0.3	0%	-1%	-39%
O=C(NCc1ccccc1)Nc1cccn(Cc2c(F)cccc2Cl)c1=O	i	-5%	8%	0%	5.9%	0.4	3%	?	?
O=C(CCCCCCCC(=O)N1CCCCC1)N1CCCCC1	i	1%	8%	6%	0.0%	0.0	.	-8%	15%
Cc1c(NC(=O)CCCCCN2C(=O)C3C4C=CC(C4)C3C2=O)c(=O)n(-c2ccccc2)n1C (stereo not drawn)	i	17%	-2%	-1%	2.7%	0.3	1%	4%	5%
Cc1c(C(=O)N2CCN(S(=O)(=O)c3cccs3)CC2)oc2ccc(F)cc12	i	7%	7%	2%	-0.2%	-1.7	2%	-9%	6%
Cc1cccc(-n2c(=O)c3c(c4cc(C)ccc4n3C)n(CC(=O)NCCC3=CCCCC3)c2=O)c1	.	.	.	-7%	0.5%	.	.	15%	-3%
COc1ccc2cc(CCNC(=O)CCc3ccccc3)c(=O)[nH]c2c1	.	6%	5%	1%	-0.4%	-0.4	2%	-11%	6%
O=c1c(N=Nc2ccccc2)c[nH]n1-c1ccccc1	i	8%	1%	.	7.8%	-5.1	.	.	-9%
COc1ccc(/C=C(\NC(=O)c2ccccc2)C(=O)N2CCN(C)CC2)cc1	i	-1%	15%	-6%	-0.5%	-4.1	-2%	-13%	-1%
COc1ccc(C)cc1S(=O)(=O)Nc1cc2c3c(c1)C(C)C(=O)N3CCC2 (stereo not drawn)	i	-2%	8%	-4%	6.4%	-5.3	0%	-21%	4%
Cc1nc2nc(SCC(=O)c3ccc([N+](=O)[O-])cc3)[nH]c2cc1Br	i	13%	1%	-1%	-0.4%	0.3	-1%	5%	2%
COc1ccc(-c2nn(C)c3sc(C(=O)N4CCN(c5ccccc5F)CC4)cc23)cc1OC	.	.	.	-3%	-0.7%	.	.	-22%	12%
CCC1=C(c2ccc(C)cc2)S(=O)(=O)N=C1N1CCC(C(=O)NCc2ccc(C)cc2)CC1	.	.	.	-6%	-0.6%	.	.	-43%	?
O=C(CNC(=O)c1cccs1)Nc1ccc(N2CCOCC2)cc1	i	2%	6%	2%	-0.2%	0.5	-1%	12%	1%
Cc1ccc2cc(C#N)c(N3CCCN(S(=O)(=O)c4ccccc4)CC3)nc2c1C	i	-8%	9%	-6%	1.8%	-0.6	.	?	10%
Cn1cc(Br)c(C(=O)NNC(=O)c2ccc(Br)cc2)n1	i	-1%	-13%	4%	4.1%	0.6	2%	?	-14%
Cc1ccccc1NS(=O)(=O)c1ccc2[nH]c3c(c2c1)CCCCC3	.	.	.	-2%	-0.7%	.	.	?	?
COc1ccc(CCNC(=O)C(=O)NCC2OCCN2C(=O)c2ccc(Cl)cc2)cc1OC (stereo not drawn)	i	7%	1%	0%	-0.6%	-3.2	2%	7%	4%
COc1ccc(Cn2ccnc2SCC(=O)Nc2ccccc2F)cc1	i	-1%	3%	6%	-0.4%	1.0	1%	-14%	-3%
Cc1cc(C)c2nc(NCc3ccccc3O)sc2c1	i	0%	-3%	-1%	0.4%	-2.9	-1%	18%	?
O=C(Cn1ccc2ccccc2c1=O)NCCC(=O)N1CCN(c2cccc(Cl)c2)CC1	i	2%	2%	0%	-0.2%	-1.5	1%	-12%	-11%
O=C(Nc1c(Cl)cc2c(c1Cl)Cc1cc([N+](=O)[O-])ccc1-2)C(Cl)Cl	i	34%[activator]	-5%	-11%	?	-0.3	.	-5%	7.1µM*
Cc1ccc(C(=O)NNc2nc3ccccc3nc2C(F)(F)F)cc1	i	1%	-4%	-2%	-0.8%	-3.4	1%	.	-10%
CCN(CC(=O)NCc1ccc(F)cc1)C(=O)c1ccc(COc2ccccc2)cc1	i	-3%	12%	-6%	2.5%	-0.4	-1%	-4%	-2%
C[C@H](CO)N1C[C@H](C)[C@@H](CN(C)Cc2ccc3c(c2)OCO3)Oc2ccc(NC(=O)Cn3cnnn3)cc2C1=O	i	11%	0%	-2%	-0.5%	0.8	0%	12%	4%
NC(c1ccccc1)c1csc(NC(=O)Nc2ccccc2Oc2ccccc2)n1 (stereo not drawn)	i	1%	-7%	.	-1.1%	0.7	.	.	?
COc1cc(/C=C2\C(=N)N3N=C(C)SC3=NC2=O)cc(Cl)c1OCCOc1ccc(NC(C)=O)cc1	i	-8%	7%	1%	-0.6%	-0.8	-2%	6%	0%
CCCC[n+]1c(C)sc2cc(OC)ccc21	i	-1%	11%	28%	1.8%	-2.7	-4%	3%	-1%
CCN(CC)CCn1c(=S)[nH]c2cc3c(cc2c1=O)OCO3	i	4%	9%	4%	0.3%	0.2	3%	-6%	0%
CN1C(=O)NC(c2ccccc2[N+](=O)[O-])C2=C1CCCC2=O (stereo not drawn)	i	3%	1%	-1%	0.4%	-2.5	?	7%	0%
CC(=O)c1cccc(NC(=O)CCS(=O)(=O)c2cc3c(cc2C)NC(=O)CO3)c1	.	-7%	-3%	-5%&-1%	-0.3%&-1.9%	2.3	0%	1%&16%	-6%&12%
COc1ccc(-n2c(=S)[nH]c3cc(C(=O)NCCCN4CCOCC4)ccc3c2=O)cc1	i	-8%	0%	0%	-0.4%	-0.1	1%	11%	1%
COCC(=O)N1CCCN(c2nc3c(C)cccc3cc2C#N)CC1	i	3%	6%	10%	0.1%	-3.4	-1%	?	6%
CCC1Oc2ccc(C)cc2N(CC(=O)NCCc2ccc(OC)c(OC)c2)C1=O (stereo not drawn)	i	-3%	6%	-15%	-0.6%	2.6	.	-7%	10%
CCc1ccc(CNC(=O)CCc2nc(-c3cccs3)no2)cc1	i	7%	1%	1%	-0.8%	-1.0	1%	-2%	-5%
CCN(c1ccccc1)S(=O)(=O)c1ccc(Cl)c(C(=O)NC2CCN(Cc3ccccc3)CC2)c1	i	2%	4%	-8%	2.0%	-0.3	.	-29%	?
CCOC(=O)c1cc(CC)sc1NC(=O)CN1CCN(C(=O)C2CCCO2)CC1 (stereo not drawn)	i	-13%	1%	3%	0.2%	-0.2	-6%	-1%	12%
NNc1nc2sc3c(c2c(=O)n1C1CCCCC1)CCN(Cc1ccccc1)C3	i	10%	-3%	1%	0.2%	-2.1	0%	?	-18%
COc1ccc(N2CCN(Cc3cc(=O)c(OCC(=O)NC4CCCC4)co3)CC2)cc1	i	-8%	-3%	0%	0.2%	-2.9	0%	-11%	-2%
CC1=CC(=O)C=C(C)C1=NOS(=O)(=O)c1ccccc1	i	9%	-6%	1%	-2.1%	-2.3	-1%	0%	?
Nc1ccc(S(=O)(=O)Nc2cnc3c(Cl)cccc3n2)cc1	i	0%	7%	3%	3.5%	-0.8	.	-5%	-6%

TGFb SMAD3 inh, hit marks shown above.
SMILES | pAkt inh | EPAC2 antag | Nrf2 activator | CCT modulator | Mm-Cpn inhibitor | TGFb SMAD3 inh
O=C(Nc1c(Cl)cc2c(c1Cl)Cc1cc([N+](=O)[O-])ccc1-2)C(Cl)Cl | i | 34%[activator] | ? | -0.3 | . | 7.1µM*
